Bioassay records deposited in PubChem by Sanford-Burnham Center for Chemical Genomics.
SENP8 block-1 – blocks the human protease SENP8; Q96LD8; purified SENP8, Z-RLRGG-aminoluciferin cleavage, luminescence; inhibition, % at 10 µM; 330,000 compounds, 1.2% hits; AID 2540; in the data active = inhibition above about 50%
HKDC1 inh – inhibitors of human hexokinase HKDC1 | inhibition, % at 20 µM | AID 493160 | recombinant HKDC1, G6PDH/diaphorase resazurin coupled fluorescence | 340,000 compounds, 0.16% hits | Q2TB90;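 active = inhibition above about 35% when tested at 20 µM, limit read from the data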;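 note: plate controls were DMSO wells with enzyme for no effect and DMSO wells lacking enzyme for full effect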
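Assay system: recombinant HKDC1 hexokinase; detection: coupled resazurin fluorescence, excitation 525 nm, emission 613 nm; benchmarks: DMSO-plus-enzyme-mix negative control, buffer-substituted positive control; compound dosing: single 20 µM dose; schedule: 90 min at room temperature in dark; also added: glucose plus 1 mM ATP as hexokinase substrates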
beta cell repl – MIN6 beta-cell proliferation induction. MIN6 cells proliferation, ATPlite luminescence, 48 h; cells starved in 0.2% serum; 100% = growth in 10% serum. proliferation, % at 10 µM. 330,000 compounds, 0.29% hits. AID 2380;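 active = compounds whose signal lies at least 3.5 SD above the mean of all wells on their plate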;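 note: 0% = DMSO-treated cells in low-serum medium and 100% = 10% serum control; some compounds called inactive have numbers as strong as hits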
SENP6 inh – SENP6 protease inhibition; inhibition, % at 10 µM; Recombinant SENP6 catalytic domain, aminoluciferin luminescence; Q9GZR1; 330,000 compounds, 1.8% hits;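 active = inhibition above about 50% at the single tested dose, limit read from the data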;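 note: plate controls were DMSO wells with enzyme for no effect and DMSO wells lacking enzyme for full effect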
Target sequence (Q9GZR1 628-1112 limits assumed): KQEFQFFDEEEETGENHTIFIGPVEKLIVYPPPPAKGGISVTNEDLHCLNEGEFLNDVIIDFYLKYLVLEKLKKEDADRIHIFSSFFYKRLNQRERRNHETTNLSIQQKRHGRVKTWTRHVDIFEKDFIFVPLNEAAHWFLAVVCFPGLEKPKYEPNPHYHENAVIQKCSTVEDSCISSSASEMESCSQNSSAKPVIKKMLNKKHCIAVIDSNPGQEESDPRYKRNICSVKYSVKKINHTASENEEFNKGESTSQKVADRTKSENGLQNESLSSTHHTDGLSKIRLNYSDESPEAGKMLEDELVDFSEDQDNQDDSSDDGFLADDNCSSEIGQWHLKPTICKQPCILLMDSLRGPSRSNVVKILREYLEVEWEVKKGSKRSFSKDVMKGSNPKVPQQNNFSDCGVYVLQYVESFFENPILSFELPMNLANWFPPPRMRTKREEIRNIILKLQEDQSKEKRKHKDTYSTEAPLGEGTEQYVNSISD
PfG6PD inh – PfG6PD (Plasmodium falciparum) enzyme inhibition | PfGluPho enzyme, NADPH resazurin-diaphorase fluorescence | inhibition, % at 20 µM | 350,000 compounds, 0.78% hits;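 active = inhibition reaching at least a set limit at 20 µM in the primary screen, cut at about 59% in these data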;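 note: 0% = DMSO wells with substrate and 100% = DMSO wells lacking glucose-6-phosphate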
SENP1 FRET inh – blocks the human SENP1 SUMO protease catalytic domain. Q9P0U3. recombinant SENP1 catalytic domain, CyPet-SUMO1-YPet FRET cleavage. inhibition, % at 10 µM. 360,000 compounds, 0.21% hits;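 active = inhibition at least 30% at 10 µM, raw YFP signal under a set limit, fluorescence ratio 0.5 to 1.5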;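 note: 0% = enzyme with DMSO and 100% = no enzyme wells; some results filed as inactive read as strong as hits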
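Test system: recombinant human SENP1 catalytic domain, His6-tagged / Medium: pH 8 Tris buffer with EDTA, NaCl, BME, BSA, NP40, catalase / Also added: SUMO1 FRET substrate flanked by Cypet and Ypet, 25 nM / Times: 50 min reaction at room temperature / Signal: FRET, CFP and YFP emission / Control set: no-enzyme low control and enzyme-plus-DMSO high control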
SENP8 block-2 – SENP8 (human) protease inhibition; Q96LD8; recombinant SENP8, Nedd8 substrate fluorescence; inhibition, % at 20 µM; 360,000 compounds, 0.64% hits; AID 602440; in the data active = inhibition mostly above about 40%, no sharp cut-off; inactive = mostly below about 27%
SENP7 block – blocks the human protease SENP7. recombinant SENP7, Z-RLRGG-aminoluciferin luminescence, 40 min. 330,000 compounds, 1.5% hits. Q9BQF6. inhibition, % at 5 µM;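 active = inhibition above about 50% at the single test dose, limit read from the data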;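 note: plate controls were DMSO with enzyme for no effect and no enzyme buffer wells for full effect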
Target sequence (Q9BQF6 706-1050 limits assumed): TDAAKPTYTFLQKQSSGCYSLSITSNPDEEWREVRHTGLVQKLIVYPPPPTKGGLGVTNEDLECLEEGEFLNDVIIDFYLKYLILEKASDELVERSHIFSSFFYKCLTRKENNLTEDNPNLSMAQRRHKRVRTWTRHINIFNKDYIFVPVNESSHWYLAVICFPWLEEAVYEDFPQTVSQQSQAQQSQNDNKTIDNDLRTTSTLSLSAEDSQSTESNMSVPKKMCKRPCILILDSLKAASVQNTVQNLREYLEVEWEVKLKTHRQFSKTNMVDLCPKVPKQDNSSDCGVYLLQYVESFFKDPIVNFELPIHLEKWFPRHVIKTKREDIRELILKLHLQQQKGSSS
UBC13 polyUb – human UBC13 polyubiquitination inhibition; P61088; UBC13 polyubiquitin chain formation, TR-FRET; inhibition, % at 20 µM; 330,000 compounds, 0.47% hits; AID 485273; in the data active = inhibition above about 45%, passing the limit was not always enough
Target sequence (P61088 whole entry, looked up): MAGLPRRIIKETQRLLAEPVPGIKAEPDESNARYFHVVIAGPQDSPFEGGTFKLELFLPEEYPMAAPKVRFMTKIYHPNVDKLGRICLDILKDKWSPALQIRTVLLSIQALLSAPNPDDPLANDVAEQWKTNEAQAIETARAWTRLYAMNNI
The depositor's hits bear a star; x = not tested or not shown.

# | SMILES | SENP8 block-1 | HKDC1 inh | beta cell repl | SENP6 inh | PfG6PD inh
1 | Cc1ccccc1NC(=O)c1cc[n+]([O-])cc1 | -5 | -4 | 0 | 4 | -2
2 | COCCCNC(=O)c1c(N)n(/N=C/c2ccccn2)c2nc3ccccc3nc12 | -14 | 4 | 1 | -12 | 10
3 | CCC(C)NC(=O)c1cnc2n(c1=O)CCS2 (stereo not drawn) | 0 | -5 | 1 | -12 | 6
4 | O=C(NNS(=O)(=O)c1ccccc1)C(O)(c1ccccc1)c1ccccc1 | -6 | -6 | -2 | -10 | -16
5 | NC(=O)c1nn(-c2ccccc2)nc1NC(=O)Cn1nnc(-c2ccccc2)n1 | 2 | -15 | 0 | 5 | 18
6 | O=C(O)CSc1ncccc1C(=O)O | -16 | -3 | -2 | -47 | 9
7 | Cc1nc2ccc(S(=O)(=O)NCC(=O)N3CCc4ccccc4C3)cc2s1 | 1 | -4 | -1 | -25 | 14
8 | CCCCNC(=O)c1cc(-c2ccc(F)cc2)on1 | -4 | -12 | -5 | 7 | 2
9 | Cc1cc(C)cc(C(=O)Nc2cccnc2)c1 | -8 | -2 | -1 | -5 | 10
10 | CCOc1ccc(-n2c(SCC(=O)Nc3ccc(CC)cc3)nc3n[nH]c(C)c3c2=N)cc1 | -3 | -13 | 2 | -5 | 1
11 | CCCSCCCNC(=O)CN1C(=O)COc2ccc(S(=O)(=O)N3CCCC3)cc21 | -5 | 3 | 2 | -10 | 6
12 | O=C(c1ccc2c(c1)OCCO2)N1CCN(Cc2c(F)cccc2Cl)CC1 | -5 | 1 | -1 | 13 | -10

# | SENP1 FRET inh | SENP8 block-2 | SENP7 block | UBC13 polyUb
1 | 2 | 2 | -6 | -3
2 | -155 | -488 | -10 | 12
3 | 0 | 5 | -6 | 4
4 | 0 | 28 | 10 | 1
5 | 2 | -156 | 9 | -1
6 | 2 | 10 | -5 | -2
7 | 0 | 40 | 3 | 6
8 | 1 | 14 | 8 | 1
9 | -1 | 2 | -4 | 6
10 | 1 | -12 | -5 | -5
11 | 0 | 5 | -4 | 5
12 | 2 | 9 | -2 | 19

Continuation:
# | SMILES | SENP8 block-1 | HKDC1 inh | beta cell repl | SENP6 inh | PfG6PD inh
13 | CC(C)(C)NC(=O)COC(=O)c1cncc(Br)c1 | 4 | 0 | 1 | -9 | -2
14 | COc1ccc(N(CC(=O)Nc2ccc(Cc3ccncc3)cc2)S(=O)(=O)c2ccccc2)cc1 | 4 | 0 | -1 | -20 | 2
15 | O=C(O)CC(C(=O)Nc1ccc(F)cc1)C1CCCO1 (stereo not drawn) | 4 | -5 | 0 | 0 | -1
16 | S=C(NCc1ccncc1)Nc1ccc(Cl)c(Cl)c1 | -12 | -7 | 1 | -18 | 2
17 | CC(C(=O)Nc1ccc(N2CCOCC2)cc1)N1C(=O)NC(C)(C)C1=O (stereo not drawn) | -2 | -5 | 5 | 5 | -6
18 | Cc1cc(Cl)nc(Cl)c1C(=O)NC(=O)NCCC(C)C | -10 | 1 | -5 | -17 | -1
19 | CCCNC(=O)N[C@@H](CCSC)C(=O)OC | 1 | -8 | -1 | -22 | -6
20 | Cc1cc(C(=O)Nc2ccc(S(=O)(=O)N3CCCC3)cc2)cs1 | 3 | 14 | 2 | 3 | 9
21 | Cc1ccccc1N(CC(=O)NC1CCCC1)C(=O)C1(C)CC(=O)N=C2C=CC=CN21 (stereo not drawn) | -2 | -4 | 2 | -5 | -4
22 | O=C(CSc1ccc(Cl)cc1)NCC1CCCO1 (stereo not drawn) | 3 | -6 | -2 | 7 | -9
23 | CCCC(=O)Nc1nc(-c2ccc(OC)cc2)cs1 | 1 | -2 | 0 | -7 | 17
24 | Cc1cccn2cc(CNC(=O)c3ccc(Br)o3)nc12 | -4 | -2 | -1 | -13 | -6

# | SENP1 FRET inh | SENP8 block-2 | SENP7 block | UBC13 polyUb
13 | -1 | 8 | -1 | 6
14 | 1 | 3 | 4 | 3
15 | 2 | 32 | 6 | 8
16 | -1 | 31 | 2 | 4
17 | 1 | 6 | -2 | 0
18 | 3 | 5 | -6 | -3
19 | 1 | 7 | -4 | 14
20 | -1 | 18 | 5 | 11
21 | 4 | -340 | -5 | 13
22 | 2 | 21 | 0 | -2
23 | 2 | 19 | 9 | 4
24 | 0 | -1 | 13 | 1

(listing goes on)
# | SMILES | SENP8 block-1 | HKDC1 inh | beta cell repl | SENP6 inh | PfG6PD inh
25 | CCN(CC)S(=O)(=O)c1cccc(NC(=O)COC(=O)C2CC3C=CC2C3)c1 (stereo not drawn) | -4 | -4 | -1 | 6 | 7
26 | CC1Cc2ccccc2N1C(=O)CN1C(=O)COc2ccccc21 (stereo not drawn) | -2 | 2 | -1 | 5 | 6
27 | CC(C)CCN1C(=O)c2ccc(C(=O)N3CCCCC3)cc2C1=O | -8 | -6 | 2 | -1 | 6
28 | NC(=O)NC(CC(=O)NNC(=O)c1ccccn1)c1ccccc1Cl (stereo not drawn) | 0 | -2 | -5 | -3 | 1
29 | CCc1ccc(-c2cc(C)no2)cc1S(=O)(=O)NCCc1ccc(S(N)(=O)=O)cc1 | -17 | 2 | 0 | -3 | -10
30 | CN1CCN(C(=O)c2cc3nc(-c4ccccc4)cc(C(F)(F)F)n3n2)CC1 | -1 | 6 | 1 | -8 | 5
31 | O=C(COc1ccc(Br)cc1)Nc1ccccc1C(=O)NC1CC1 | -4 | -7 | 9 | -1 | 4
32 | CN(C)CCCNc1nc(-c2ccccc2)nc2ccccc12 | -2 | -1 | -3 | -4 | 1
33 | c1ccc(C2=Nn3c(Cn4nnc5ccccc54)nnc3SC2)cc1 | -5 | -1 | 2 | -14 | 26
34 | O=C(Nc1n[nH]c(C(F)(F)F)n1)c1cccs1 | 0 | -7 | -3 | 3 | -1
35 | CN(C)C(CNC(=S)Nc1ccc(F)cc1)c1cccnc1 (stereo not drawn) | 6 | -2 | -1 | 3 | -17
36 | Cc1ccc(SCc2[nH]nc3c2C2(C(=O)Nc4ccc([N+](=O)[O-])cc42)C(C#N)=C(N)O3)cc1 (stereo not drawn) | -3 | 7 | -3 | -7 | -3

# | SENP1 FRET inh | SENP8 block-2 | SENP7 block | UBC13 polyUb
25 | 2 | 5 | 6 | 2
26 | -2 | 8 | -1 | 6
27 | 1 | 6 | -2 | -5
28 | 2 | 6 | 7 | 80*
29 | -2 | 12 | 7 | -7
30 | 2 | -152 | 1 | 1
31 | 0 | -20 | 3 | -2
32 | -1 | -14 | -6 | 5
33 | 0 | 35 | -3 | -9
34 | 1 | 26 | -1 | 20
35 | 2 | 18 | 2 | 12
36 | 2 | 37 | 3 | -2

More results
# | SMILES | SENP8 block-1 | HKDC1 inh | beta cell repl | SENP6 inh | PfG6PD inh
37 | C#CCn1c(=NC(=O)CSC(C)=O)sc2cc(F)ccc21 | 9 | -4 | -7 | 12 | -5
38 | CCn1c(CSCc2ccccc2)n[nH]c1=S | -2 | 10 | 1 | -9 | 10
39 | CCN1CCN(C(=O)CN2C(=O)COc3ccc(C)cc32)CC1 | -2 | -6 | -1 | -12 | -8
40 | CN1CCCC1c1cccnc1 (stereo not drawn) | -10 | -4 | -3 | -24 | -7
41 | CCCN1C(=S)SC(C)(C)C1/[N+]([O-])=C/c1ccc(S(=O)(=O)NC)cc1 (stereo not drawn) | -4 | -8 | -3 | -18 | -14
42 | CCOC(=O)c1cc(NC(=O)COC)ccc1O | -7 | x | 2 | -17 | x
43 | O=C(COc1ccc(Cl)cc1)N(Cc1ccco1)C1CCS(=O)(=O)C1 (stereo not drawn) | 4 | -2 | -3 | 6 | 1
44 | CCOC(=O)c1c(N)n(CCOC(=O)c2cccs2)c2nc3ccccc3nc12 | 43 | 16 | -4 | 84* | 21
45 | COc1ccc2nccnc2c1[N+](=O)[O-] | 3 | 7 | -1 | -5 | 1
46 | COC(=O)c1ccc(COC(=O)C(CCS(C)(=O)=O)N2C(=O)c3ccccc3C2=O)cc1 (stereo not drawn) | -13 | 14 | -1 | -17 | 12
47 | Cc1nc2cc(N)ccc2n1C1CCCCC1 | -1 | 10 | -1 | -5 | 7
48 | CCN(CC)S(=O)(=O)c1ccc(C(=O)Nc2cc(C)on2)cc1 | 2 | -3 | 1 | -4 | 9

# | SENP1 FRET inh | SENP8 block-2 | SENP7 block | UBC13 polyUb
37 | -3 | -1 | 9 | 24
38 | 0 | 11 | -2 | -13
39 | 1 | 14 | 0 | -2
40 | 3 | -2 | -14 | -1
41 | 1 | 26 | -4 | -13
42 | x | x | 1 | -4
43 | -1 | 19 | 0 | -11
44 | -123 | -282 | 47 | -24
45 | -1 | 24 | 3 | -5
46 | 1 | 30 | -5 | 4
47 | -7 | -7 | 13 | -6
48 | 0 | 10 | 0 | 2

Another view of part of the listing above:
#	canonical_smiles	SENP8 block-1	HKDC1 inh	beta cell repl	SENP6 inh	PfG6PD inh	SENP1 FRET inh	SENP8 block-2	SENP7 block	UBC13 polyUb
43	O=C(COc1ccc(Cl)cc1)N(Cc1ccco1)C1CCS(=O)(=O)C1 (stereo not drawn)	4	-2	-3	6	1	-1	19	0	-11
44	CCOC(=O)c1c(N)n(CCOC(=O)c2cccs2)c2nc3ccccc3nc12	43	16	-4	84*	21	-123	-282	47	-24
45	COc1ccc2nccnc2c1[N+](=O)[O-]	3	7	-1	-5	1	-1	24	3	-5

(list continues)
# | SMILES | SENP8 block-1 | HKDC1 inh | beta cell repl | SENP6 inh | PfG6PD inh
49 | Cc1sc2nc(C3CCCCC3)nc(SCC(=O)N3CC(=O)Nc4ccccc43)c2c1C | -6 | 0 | -4 | -15 | 4
50 | C/C(=N\NC(=O)CNc1cccc(C(F)(F)F)c1)c1cccc(Br)c1 | -8 | 4 | 0 | -22 | 19
51 | COCC(=O)NC(C)c1nc2ccccc2[nH]1 (stereo not drawn) | -2 | -5 | -1 | 2 | -16
52 | NC(=O)c1ccc(C(F)(F)F)n(Cc2c(Cl)cccc2Cl)c1=O | -10 | 19 | -5 | 1 | 15
53 | Cc1ccc(C(=O)NCCNC(=O)COc2ccc(C)c(C)c2)cn1 | 2 | -5 | 2 | -15 | -12
54 | CCCn1c(N)c(N(CCOC)C(=O)C(C)Oc2ccc(F)cc2)c(=O)[nH]c1=O (stereo not drawn) | 14 | -6 | -1 | 1 | 0
55 | COc1ccc(OC)c(N(CC(=O)Nc2cccnc2)S(=O)(=O)c2ccc(C)cc2)c1 | -6 | -9 | 1 | 5 | 5
56 | COc1ccc(NC(=O)c2cc(-c3cccnc3)nc3c(C)c(C)ccc23)c(OC)c1 | 1 | -13 | -3 | 1 | 8
57 | Cc1ccc(C(=O)N(CCc2ccccc2)Cc2ccccc2)cc1S(=O)(=O)N1CCOCC1 | x | 1 | x | x | 6
58 | O=C(Nc1ccc([N+](=O)[O-])cn1)c1ccc2c(c1)OCO2 | -14 | 14 | 1 | 24 | 16

# | SENP1 FRET inh | SENP8 block-2 | SENP7 block | UBC13 polyUb
49 | -1 | 18 | -7 | -24
50 | 5 | 2 | -10 | -9
51 | -3 | 14 | -4 | 2
52 | 3 | 20 | -7 | 2
53 | 1 | 3 | 3 | 8
54 | -1 | 5 | 13 | -5
55 | 2 | 9 | 6 | 3
56 | 3 | 11 | 4 | -15
57 | 1 | 12 | x | x
58 | 1 | 9 | 67* | -1
